# CHRM5 agonist = CHRM5 agonism in calcium assay. CHO-K1 hM5 cells, Fluo-8 calcium fluorescence; 0% DMSO wells, 100% maximal acetylcholine response. activation, % at 3 µM. actives 0.19% (n = 360,000). AID 624037;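 active means activation above the run's mean over test compounds plus 3 SD, cut at about 23% in these data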;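 further: signal is peak over basal fluorescence ratio across the kinetic read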
# M5 antag = CHRM5 antagonism in calcium assay; P08912; CHO-hM5 cells, Fluo-8 calcium fluorescence, ACh EC80; inhibition, % at 3 µM; actives 0.59% (n = 360,000);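 active means inhibition above a per-plate cutoff, the mean of that plate's test compounds plus 3 SD, cut at about 27% in these data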;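 further: 0% = acetylcholine EC80 with DMSO and 100% = DMSO without agonist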
# CHRM4 PAM = positive allosteric modulators of human muscarinic M4 receptor | P08173 | CHO-K1 hM4/Gqi5, Fluo-8 calcium fluorescence, ACh EC20; 0% = ACh EC20, 100% = maximal ACh | activation, % at 3 µM | actives 0.4% (n = 360,000) | AID 624126;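 active means activation above its plate's cutoff, the mean activation of sample wells plus 3 SD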; further: some results filed as inactive read as strong as hits
# Target sequence (P08173 whole entry, looked up): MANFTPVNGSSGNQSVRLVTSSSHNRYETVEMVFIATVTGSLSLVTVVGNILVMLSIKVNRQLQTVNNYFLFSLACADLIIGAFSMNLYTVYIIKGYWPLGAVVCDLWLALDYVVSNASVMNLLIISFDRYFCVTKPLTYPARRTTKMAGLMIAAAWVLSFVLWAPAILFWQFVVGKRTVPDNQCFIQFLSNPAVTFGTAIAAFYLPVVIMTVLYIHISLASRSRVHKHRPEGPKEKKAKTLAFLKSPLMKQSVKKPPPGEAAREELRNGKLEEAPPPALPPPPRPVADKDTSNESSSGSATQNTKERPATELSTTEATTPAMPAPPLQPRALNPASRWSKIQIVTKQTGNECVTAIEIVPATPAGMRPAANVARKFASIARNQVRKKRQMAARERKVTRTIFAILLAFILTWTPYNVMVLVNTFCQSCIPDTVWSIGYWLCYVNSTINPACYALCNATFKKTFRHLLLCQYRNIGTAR
# CHRM1 antagonist = blocks human M1 muscarinic receptor; actives 1.3% (n = 360,000); AID 588852; CHO-K1 hM1, Fluo-8 calcium fluorescence, ACh EC80 antagonist; P11229; inhibition, % at 3 µM;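 active means percent inhibition above its own plate's cutoff, namely the mean of that plate's compound wells plus 3 SD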;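 further: peak over basal fluorescence ratio during 140 s after agonist addition; 0% = ACh EC80 plus DMSO and 100% = DMSO alone without agonist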
# Target sequence (P11229 whole entry, looked up): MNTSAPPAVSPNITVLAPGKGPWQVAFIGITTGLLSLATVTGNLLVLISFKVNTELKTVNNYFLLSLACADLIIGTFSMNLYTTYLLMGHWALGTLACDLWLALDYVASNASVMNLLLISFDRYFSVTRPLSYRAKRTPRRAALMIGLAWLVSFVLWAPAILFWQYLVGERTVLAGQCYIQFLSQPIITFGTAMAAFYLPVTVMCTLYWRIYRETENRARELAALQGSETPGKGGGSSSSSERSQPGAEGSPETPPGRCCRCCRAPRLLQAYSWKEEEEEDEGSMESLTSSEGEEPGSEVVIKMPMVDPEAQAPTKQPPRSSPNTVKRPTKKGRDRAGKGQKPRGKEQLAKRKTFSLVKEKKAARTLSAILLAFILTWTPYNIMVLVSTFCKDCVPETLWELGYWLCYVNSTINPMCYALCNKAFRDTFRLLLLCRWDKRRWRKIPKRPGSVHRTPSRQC
# M5 PAM = potentiates acetylcholine response at human M5 receptor. activation, % at 3 µM. CHO-K1 hM5, Fluo-8 calcium, ACh EC20 PAM; 0% = ACh EC20, 100% = ACh EC100. P08912. actives 0.3% (n = 360,000);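 active means activation above the run cutoff, the mean activation of all test compounds plus 3 SD, cut at about 18% in these data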
#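 Probe or stimulus: acetylcholine, EC20 level; Assay system: human M5 receptor in CHO-K1 cells; Schedule: compound preincubation 140 s before EC20 acetylcholine addition; Technique: intracellular calcium via Fluo-8 fluorescence; Dosing: single-point, 3 µM nominal; Read-out basis: percent activation from peak-over-basal fluorescence ratio, scaled EC20-to-EC100 acetylcholine; Repeats: one well per compound, no replicates.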
# M1 PAM = human CHRM1 positive allosteric modulation; P11229; CHO-K1 hM1, Fluo-8 calcium fluorescence, ACh EC20; 0% = ACh EC20, 100% = maximal ACh; activation, % at 3 µM; actives 0.088% (n = 360,000); in the data active means activation above about 19%, passing the limit was not always enough
# M4 antag = CHRM4 antagonism in calcium assay; P08173; actives 0.73% (n = 360,000); inhibition, % at 3 µM; CHO-hM4 cells, ACh EC80, Fluo-8 calcium fluorescence;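 active means inhibition above its plate's cutoff, the mean inhibition of sample wells plus 3 SD, cut at about 27% in these data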;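 further: 0% = acetylcholine EC80 with DMSO and 100% = DMSO without agonist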
# CRFR2-BP ag = agonists of human CRF-binding protein/CRF-R2 receptor complex. HEK293 CRF-R2/CRF-BP, calcium dye fluorescence (FLIPR); percent of saturating CRF peptide response. AID 588473. activation, % at 13.2 µM. actives 0.46% (n = 350,000);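 active means activation of at least 50%, plus an integration ratio under a set limit after plate pattern correction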;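 further: plate controls were neutral control wells without compound for no effect and CRF at EC100 for full effect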
# M4 ag = CHRM4 agonism in calcium assay | CHO-K1 hM4/Gqi5, Fluo-8 calcium fluorescence; vehicle 0%, full acetylcholine response 100% | activation, % at 3 µM | actives 0.14% (n = 360,000);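 active means activation above the run mean over all test wells plus 3 SD, cut at about 32% in these data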;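 further: peak over basal fluorescence ratio per well then scaled between controls; 0% = DMSO wells and 100% = acetylcholine at EC100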
# Active calls of the source: *; . = no result given.
# Under each structure: CHRM5 agonist	M5 antag	CHRM4 PAM	CHRM1 antagonist	M5 PAM	M1 PAM	M4 antag	CRFR2-BP ag	M4 ag
COc1ccc(S(N)(=O)=O)cc1C(=O)OCC(=O)N1CC(=O)Nc2ccccc21
  3	9	5	-8	-2	8	-4	0.6	0
C=CCNC(=O)COC(=O)/C=C/c1cccs1
  0	-5	-2	-8	0	7	-4	3.1	0
CCNC(=S)N(Cc1cc2cc(C)cc(C)c2[nH]c1=O)C1CCCC1
  -3	-3	1	-14	3	2	17	-0.5	-1
CCOC(=O)C1CCN(C(=O)CN(c2cccc(C(F)(F)F)c2)S(C)(=O)=O)CC1
  -1	3	6	0	-1	5	-4	-3.1	2
N#Cc1ccc(-c2nc3ccc(Br)cn3c2Cc2cccc(Cl)c2)cc1
  -2	4	-5	-19	0	-4	-8	.	0
O=C1NC(c2ccc(Br)cc2)=N/C1=C/c1ccco1
  0	-3	1	-4	-4	7	-2	0.3	1
O=C(CN(CCc1ccccc1)S(=O)(=O)c1ccc(Br)cc1)N/N=C/c1ccc2c(c1)OCO2
  0	-1	-2	-3	0	4	-1	-0.1	0
Cc1ccc(S(=O)(=O)c2ccc(Oc3cccc(C)c3)cc2)cc1
  6	6	-2	12	-15	-3	5	-0.1	0
O=C(N/C(=C/c1cccnc1)C(=O)N1CCOCC1)c1ccccc1
  -3	5	21*	-7	2	7	-8	0.1	1
Cc1noc(C)c1S(=O)(=O)N1CCC(C(=O)NCCc2ccc(S(N)(=O)=O)cc2)CC1
  3	-10	5	2	2	0	-1	0.4	2
COc1ccc(NC(=O)C(CC(C)C)NS(=O)(=O)c2ccc3c(c2)CCN3C(C)=O)cc1OC (centres undefined)
  -1	-3	2	-8	2	7	0	-1.0	1
CC(Sc1ccccc1)C(=O)N1CCN(S(=O)(=O)c2ccccc2F)CC1 (centres undefined)
  1	10	3	-13	1	9	0	-0.3	2
CCCn1cnc2scc(-c3ccc(OC)cc3)c2c1=O
  0	2	-2	-4	10	-1	-4	-0.8	0
CN(C)S(=O)(=O)c1ccc(N2CCCC2)c(C(=O)NNC(=O)c2ccc(Br)cc2)c1
  0	4	5	6	0	2	-13	-0.8	0
O=C(Cc1c(F)cccc1Cl)Nc1ccccc1-c1ccccc1
  -4	11	-6	-13	2	10	-5	0.2	-1
CCCCCC(=O)Nc1ccc(N2CCN(S(C)(=O)=O)CC2)cc1
  2	-3	7	6	0	-4	2	0.3	1
COC(=O)c1c(NC(C)=O)sc(C(=O)Nc2ccccc2F)c1C
  -1	8	-3	-9	-2	10	-1	-0.6	1
CCOC(=O)c1sc(NC(=O)CCN2CCCCCC2)c(C(=O)OCC)c1C
  -3	14	9	-8	-2	7	-2	-0.9	1
COc1ccc(-c2nc(-c3cccs3)c(-c3cccs3)[nH]2)cc1O
  -2	17	3	2	0	0	-2	-1.7	2
Cc1ccnc(NCc2c(O)ccc3ccccc23)c1
  -6	-6	-4	-12	-4	18	-4	-0.4	-1

# Given with each value named: 4 of the compounds above
> COc1ccc(NC(=O)C(CC(C)C)NS(=O)(=O)c2ccc3c(c2)CCN3C(C)=O)cc1OC (centres undefined)
  CHRM5 agonist: -1
  M5 antag: -3
  CHRM4 PAM: 2
  CHRM1 antagonist: -8
  M5 PAM: 2
  M1 PAM: 7
  M4 antag: 0
  CRFR2-BP ag: -1.0
  M4 ag: 1

> CC(Sc1ccccc1)C(=O)N1CCN(S(=O)(=O)c2ccccc2F)CC1 (centres undefined)
  CHRM5 agonist: 1
  M5 antag: 10
  CHRM4 PAM: 3
  CHRM1 antagonist: -13
  M5 PAM: 1
  M1 PAM: 9
  M4 antag: 0
  CRFR2-BP ag: -0.3
  M4 ag: 2

> CCCn1cnc2scc(-c3ccc(OC)cc3)c2c1=O
  CHRM5 agonist: 0
  M5 antag: 2
  CHRM4 PAM: -2
  CHRM1 antagonist: -4
  M5 PAM: 10
  M1 PAM: -1
  M4 antag: -4
  CRFR2-BP ag: -0.8
  M4 ag: 0

> CN(C)S(=O)(=O)c1ccc(N2CCCC2)c(C(=O)NNC(=O)c2ccc(Br)cc2)c1
  CHRM5 agonist: 0
  M5 antag: 4
  CHRM4 PAM: 5
  CHRM1 antagonist: 6
  M5 PAM: 0
  M1 PAM: 2
  M4 antag: -13
  CRFR2-BP ag: -0.8
  M4 ag: 0

# Next section
# Under each structure: CHRM5 agonist	M5 antag	CHRM4 PAM	CHRM1 antagonist	M5 PAM	M1 PAM	M4 antag	CRFR2-BP ag	M4 ag
O=C(CCNC(=O)c1ccccc1Cl)NCC(c1ccco1)N1CCCC1 (centres undefined)
  3	3	3	-10	-3	10	-6	-0.8	-1
CCC1(C)Cc2c(sc3nc(SC)nc(NCCN(C)C)c23)CO1 (centres undefined)
  -1	-3	9	-13	-2	10	-5	1.4	2
Cc1ccc(OC(=O)c2cccc(S(=O)(=O)N(C)C)c2)c(-n2nc3ccccc3n2)c1
  -3	-8	-4	-12	-3	-1	-6	2.3	1
COC(=O)c1cc(OC)c(OC)cc1NC(=O)c1ccc(OC)cc1
  2	-3	2	-10	0	8	8	-1.2	1
O=C(N=C1c2ccccc2CN1c1ccc(F)c(F)c1)c1cccnc1
  -4	4	-10	18	-14	-24	-12	-1.1	13
Cc1ccc2[nH]c3c(NCCCN4CCCC4=O)ncnc3c2c1
  0	-4	3	-2	-3	5	-3	-2.3	2
Cc1cccc(N(C(=O)c2snc(C(N)=O)c2N)C(C(=O)NC2CCCC2)c2ccco2)c1 (centres undefined)
  0	9	-2	-8	2	8	-2	-0.2	0
CCCCCc1c(C)nc(Nc2nc(C)c3cc(OC)ccc3n2)[nH]c1=O
  -3	0	3	-7	-1	8	3	-1.4	0
O=C(CN(C(=O)c1csnn1)c1cccc(C(F)(F)F)c1)NC1CCCC1
  -2	15	2	-4	1	9	4	-0.6	0
O=C(Oc1cccc2c(OC(=O)N3CCOCC3)cccc12)N1CCOCC1
  1	-6	8	-14	8	12	14	0.3	0
COc1ccc(NC(=O)CSc2nnc(-c3cc(C)[nH]n3)n2N)cc1
  -2	-3	0	-4	6	10	8	-0.2	0
O=C(NCCN1CCOCC1)c1cccc(S(=O)(=O)N2CCCCC2)c1
  -1	9	-4	-6	-6	11	3	-1.2	1
O=C(CSc1nc(-c2ccccc2)nc2ccc(F)cc12)Nc1ccc(C(=O)O)cc1
  -1	11	2	-12	6	14	-9	-3.5	2
CC(C)c1ccc(N2C(=O)CSC23C(=O)N2CCCc4cccc3c42)cc1 (centres undefined)
  -11	48*	-34	98*	-23	-21	90*	-2.1	-2
Cc1ccc(NC(=O)C2COc3ccccc3O2)cc1S(=O)(=O)N1CCCCC1 (centres undefined)
  -1	17	-5	8	-15	-6	3	0.2	13
CC1CCN(C(=O)c2cc3ccccc3cc2O)CC1
  1	-4	-6	-11	0	4	2	0.2	1
CCOC(=O)c1sc2nc(NC(=O)C3CCCCC3)sc2c1C
  2	5	3	1	-1	1	-1	0.2	0
CCCN(CCC)C(=O)c1c(C)[nH]c(C(=O)OCC)c1C
  4	-3	1	5	-5	-6	1	.	2
O=C(NCC(c1ccco1)N1CCN(c2ccc(F)cc2)CC1)c1ccc2c(c1)OCO2 (centres undefined)
  -2	-1	2	-8	3	3	-3	-1.5	2
NS(=O)(=O)c1cc(C(=O)Nc2ccc3c(c2)CCC3)ccc1Cl
  -2	1	-4	-13	3	14	5	-0.9	1
N#Cc1cnc(SCC(=O)NNC(=O)COc2cccc3ccccc23)nc1N
  2	0	-6	1	-12	-12	-12	-0.2	11
CN(CCc1ccccn1)S(=O)(=O)c1ccc(F)cc1
  -2	-10	0	-8	2	1	1	3.0	0
Cc1cc([N+](=O)[O-])ccc1NC(=O)c1cncc(Br)c1
  1	-5	-1	10	1	-6	0	-1.6	-1
COc1ccc(NC(=O)CSc2nc3c(c(=O)n2-c2ccc(F)cc2)SCC3)c(OC)c1
  -2	-3	-2	-23	5	3	6	1.4	-1
Cc1ccccc1-c1cc2nc(NCCOc3ccccc3Cl)n(C)c(=O)c2s1
  -1	0	6	-14	-3	10	-12	.	1
CC(C)Cc1nnc(NC(=O)C2CC(=O)N(Cc3ccccc3)C2)s1 (centres undefined)
  -3	2	11	-5	-2	11	-5	-1.0	2
Cn1c(=O)c2c(nc(N3CCCCCC3)n2CC(=O)c2ccc(Br)cc2)n(C)c1=O
  -6	5	-1	-7	-2	8	5	-3.5	0
COc1cccc(C(=O)NCCNC(=O)c2ccccn2)c1
  -1	10	-1	-2	2	7	2	-1.0	-1
Cc1ccc(NC(=O)CNC(=O)c2cccs2)c(O)c1
  1	7	1	-1	-2	1	7	0.0	1
CN(Cc1ccccc1)C(=O)c1ccc(NC(=O)Cc2ccc(NC(=O)C3CCN(C(=O)c4ccccc4)CC3)cc2)cc1
  1	-8	1	-2	0	1	-14	0.3	0
CCCn1c(=N)c(C#N)cc2c(=O)n3ccccc3nc21
  -1	1	1	-2	-2	6	10	-2.0	0
Clc1cc(Cl)cc(CSc2nnc(-c3sccc3-n3cccc3)o2)c1
  -1	5	2	-2	-1	-4	5	3.7	0
Nc1nonc1-c1nc2ccccc2n1CC(=O)N1CCN(c2ccc(F)cc2)CC1
  2	-4	-1	-16	2	14	7	0.8	0
C[C@@H]1CN([C@H](C)CO)C(=O)CCCn2nncc2CO[C@@H]1CN(C)S(=O)(=O)c1cccc(F)c1
  0	-3	-3	-3	-1	-3	-1	-1.9	1
CCCC(=O)NC(=S)Nc1nc(-c2ccc(OC)cc2)cs1
  -2	3	-4	-14	-1	3	2	0.6	0
Cc1nc(C)c(C(=O)NNS(=O)(=O)c2ccc3ccccc3c2)s1
  7	14	1	15	-13	-15	1	-0.6	10
Cc1ccc(/C=c2\sc3n(c2=O)CN(c2ccc(Br)cc2)CN=3)o1
  -4	-11	3	-11	11	17	1	0.5	0
CCCn1nnc(NC(=O)c2ccc([N+](=O)[O-])cc2Cl)n1
  -2	-3	2	-3	1	11	-5	-1.7	1
CC1(C)CC(=O)C2=C(C1)Nc1ccccc1NC2c1ccccn1 (centres undefined)
  2	-8	10	-7	5	8	3	-1.0	0
CCCN(CC1CC1)C(=S)NC(=O)C1CC1
  0	7	-9	0	-5	2	7	-0.1	-1
COc1ccc(CC(=O)OCC(=O)c2ccc(F)cc2)cc1
  0	8	3	-13	0	4	-12	0.4	0
O=C(Cc1ccc([N+](=O)[O-])cc1)Nc1nccs1
  3	-6	-5	-8	2	8	-5	-0.4	2
Cc1cccc(N(CC(=O)NCCSCc2ccccc2)S(C)(=O)=O)c1
  -1	4	-3	0	9	2	-1	-0.7	1
CCOC(=O)c1ccc(NC(=O)COc2ccc(-n3cnnn3)cc2)cc1
  0	-2	-2	-6	-1	4	-4	2.7	3
O=C(COC(=O)CCSc1ccc(Cl)cc1)Nc1ccc(F)cc1
  -1	-3	-1	-8	3	11	-3	2.5	2
COc1cccc(-c2nnc(N)o2)c1
  0	-3	-5	-5	-3	2	-3	-1.5	1
CCCCC(=O)N(C)c1c(CC)nc2c(OCC(=O)c3ccc(Cl)cc3Cl)cccn12
  -8	20	-3	-1	-2	-6	10	.	3
CCC(C)[C@@H](C(=O)N1CCNCC1)n1cc(CCCN=C(N)N)nn1 (some centres undefined)
  0	2	1	-2	6	12	3	-1.8	-1
CCCCCCC(=O)Nc1c2c(nc3ccccc13)N(C)CC2
  -8	2	5	-7	2	6	-1	-1.3	2
COc1ccc(NC(=O)CCCc2ccccc2)c(OC)c1
  -4	7	1	-10	2	4	-5	-3.6	1

# From PubChem

# Compounds as they come; overall some 2.8% were active at least once.
